Source: PubChem (several laboratories)
Cdc42 wt GTP = changes GTP binding to wildtype human Cdc42. P60953. GST-Cdc42 beads, Bodipy-GTP binding, flow cytometry; actives lie on both sides. percent activity (GTP binding), % at 10 µM. hit rate 0.2% among 190,000. AID 761;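 active means percent activity GTP binding at least 20 points away from the 100% baseline, either down as inhibitor or up as activator; inconclusive means compound flagged as likely green fluorescent from well-wide comparison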;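 further: median bead fluorescence of bound Bodipy-FL-GTP at 100 nM; 0% = excess unlabeled GTP control and 100% = no compound control; below 100% means less GTP binding so inhibitor and above means activator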
Target sequence (P60953 whole entry, looked up): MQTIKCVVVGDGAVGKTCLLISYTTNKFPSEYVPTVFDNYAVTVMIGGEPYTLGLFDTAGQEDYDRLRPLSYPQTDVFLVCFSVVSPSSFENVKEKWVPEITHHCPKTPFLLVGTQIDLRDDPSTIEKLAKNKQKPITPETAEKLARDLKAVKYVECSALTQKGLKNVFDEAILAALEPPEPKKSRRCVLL
Rac1 wt modul = modulators of human Rac1 wildtype GTP binding; GST-Rac1 beads, fluorescent GTP binding, flow cytometry; actives lie on both sides; 0 = cold GTP competed, 100 = untreated; GTP binding activity (% of control), % at 10 µM; P63000; hit rate 0.27% among 190,000; AID 757;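 active means GTP binding activity at least 20 points away from the 100% control level, either lower or higher; inconclusive means compound flagged as likely green fluorescent, judged across all proteins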
HRas wt GTP = modulators of GTP binding to human HRas wildtype; P01112; AID 759; GST-Ras wt beads, Bodipy-FL-GTP binding, flow cytometry; actives lie on both sides; GTP binding activity, % at 10 µM; hit rate 0.14% among 190,000;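 active means GTP binding activity at least 20% away from the 100% baseline, either lowered as inhibitor or raised as activator; inconclusive means flagged as likely green fluorescent, judged across all proteins in the well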;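 further: 0% = unlabeled GTP competition control and 100% = no-compound control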
Target sequence (P01112 whole entry, looked up): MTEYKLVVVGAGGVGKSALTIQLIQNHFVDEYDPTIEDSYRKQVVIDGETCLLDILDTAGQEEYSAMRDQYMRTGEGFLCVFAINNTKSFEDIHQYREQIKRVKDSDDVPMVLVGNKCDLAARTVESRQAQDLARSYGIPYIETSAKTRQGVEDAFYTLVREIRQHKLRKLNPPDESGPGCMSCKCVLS
Rab7 wt GTP bind = alters GTP binding to wildtype dog Rab7 | hit rate 0.055% among 190,000 | GTP binding activity (percent of control), % at 10 µM | GST-Rab7 beads, fluorescent GTP binding, flow cytometry; actives lie on both sides; untreated = 100%, excess cold GTP = 0%;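 active means fluorescent GTP binding to Rab7 beads changed by at least 20 points from the 100% baseline, either direction, mostly lower; inconclusive means compound itself probably fluorescent, or too few beads counted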;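 further: median green fluorescence of bound Bodipy-FL-GTP per Rab7 bead population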
Avidin bead fluor = compound fluoresces at 488/530 nm on avidin beads; hit rate 0.38% among 220,000; fluorescence (KMESF) at 10 µM; compound fluorescence 488/530 nm, flow cytometry; stronger effect = higher value; AID 1775; in the data active means fluorescence above about 47; further: inactives centre near 10
Mcl1 Bid PPI = Mcl-1/Bid interaction inhibition; Q07820; TR-FRET Mcl-1/Bid-Dy647 peptide binding, 1536-well; inhibition, % at 21.7 µM; hit rate 0.97% among 220,000;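 active means compounds that cut the binding signal by more than half at the single screening dose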;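 further: His-tagged Mcl-1 with europium anti-His antibody binding Bid BH3 peptide; 0% = Mcl-1 plus peptide wells and 100% = peptide-only wells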
Target sequence (Q07820 whole entry, looked up): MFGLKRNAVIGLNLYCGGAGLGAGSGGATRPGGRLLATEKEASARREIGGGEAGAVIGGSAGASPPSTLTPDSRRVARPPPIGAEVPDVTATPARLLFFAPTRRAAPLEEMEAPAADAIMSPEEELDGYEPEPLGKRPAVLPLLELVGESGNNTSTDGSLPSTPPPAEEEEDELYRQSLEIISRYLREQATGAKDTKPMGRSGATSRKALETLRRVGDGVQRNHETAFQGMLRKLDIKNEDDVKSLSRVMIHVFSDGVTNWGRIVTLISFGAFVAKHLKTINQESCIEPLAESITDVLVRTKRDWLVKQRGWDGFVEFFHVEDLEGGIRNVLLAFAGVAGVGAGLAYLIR
Rac1 mut GTP = alters GTP binding to activated mutant human Rac1 | AID 764 | percent activity (GTP binding), % at 10 µM | GST-Rac1 activated beads, fluorescent GTP binding, flow cytometry; actives lie on both sides; 100% means binding = to untreated wells | hit rate 0.11% among 190,000 | P63000;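 active means GTP binding at least 20 percentage points away from the 100% baseline, in either direction, so actives lie on both sides; inconclusive means Compound likely fluorescent itself, or too few beads counted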
Pf gametocyte = kills late stage P. falciparum gametocytes. P. falciparum stage V gametocytes, ATP luminescence, 24 h. inhibition, % at 10.9 µM. hit rate 0.065% among 150,000. AID 743093;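 active means inhibition above the mean plus 3 SD of compounds within the control limits, set per campaign, cut at about 38% in these data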;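 further: 0% = DMSO wells and 100% = medium only without gametocytes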
Mcl1 Noxa PPI = disrupts binding of human Mcl-1 to Noxa peptide | Q07820 | TR-FRET Mcl-1/Noxa peptide binding, 2 h | inhibition, % at 21.7 µM | hit rate 1.5% among 220,000;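 active means compounds that cut the protein-peptide binding signal by more than 50% relative to plate controls in a single-dose test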;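 further: His-tagged Mcl-1 with rhodamine Noxa BH3 peptide and terbium anti-His antibody; 0% = Mcl-1 plus Noxa peptide wells and 100% = peptide-only wells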
Mcl-1 Bim block = human Bim-Mcl-1 interaction inhibition; Q07820; Bead-based flow cytometry, Bim peptide-Mcl-1 binding; inhibition, % at 10 µM; hit rate 0.1% among 190,000; AID 1009; in the data active means inhibition above about 40%;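 further: 0% = no compound tracer wells and 100% = peptide blocker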
Rab2A wt mod = changes GTP binding to wildtype dog Rab2A, up or down; GST-Rab2 wt beads, Bodipy-GTP binding, flow cytometry; GTP binding activity, % at 10 µM; hit rate 0.19% among 190,000;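 active means GTP binding activity at least 20 points away from 100%, either lowered or raised; inconclusive means signal likely due to the compound's own green fluorescence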;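 further: 0% = beads with excess unlabeled GTP and 100% = no-compound control corrected for plate trend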
* marks the source's active call; other numbers are inactive results; u = inconclusive; x = not tested or not shown.

SMILES	Cdc42 wt GTP	Rac1 wt modul	HRas wt GTP	Rab7 wt GTP bind	Avidin bead fluor	Mcl1 Bid PPI	Rac1 mut GTP	Pf gametocyte	Mcl1 Noxa PPI	Mcl-1 Bim block	Rab2A wt mod
C#CCNC(=O)C1=C[C@H](c2ccc(Br)cc2)C[C@H](OCCCCO)O1	91.0	97.0	95.0	101.0	4	3.8	95.0	x	-24.1	-1.0	97.0
COc1ccccc1OCCNC(=O)Cc1ccc(Cl)c(Cl)c1	96.0	95.0	95.0	95.0	5	-13.2	92.0	-0.8	8.7	-3.0	95.0
CC(=O)Oc1ccc(C(=O)[C@H]2[C@H]3C(=O)N(c4ccccc4)C(=O)[C@H]3[C@@H]3C=CC=NN32)cc1	99.0	104.0	101.0	103.0	13	-34.6	98.0	3.4	21.4	-1.0	98.0
CN1C(=O)/C(=C/c2ccc(O)c([N+](=O)[O-])c2)N(C)C1=S	90.0	90.0	95.0	99.0	12	-50.6	93.0	x	20.3	2.0	92.0
Cc1ccccc1C(=O)N1CCC(C(=O)Nc2nccs2)CC1	98.0	96.0	96.0	93.0	13	-0.1	96.0	-16.3	9.2	0.0	95.0
CS(=O)(=O)N(Cc1ccc(Cl)cc1)c1ccc(C(=O)N2CCN(c3ccccc3)CC2)cc1	101.0	105.0	99.0	95.0	6	-16.2	97.0	0.2	13.0	0.0	97.0
CCCOc1ccc(NC(=O)C2CC(=O)N(C)C(=Nc3cccc(OC)c3)S2)cc1 (configuration not stated)	94.0	96.0	95.0	99.0	11	-23.6	96.0	16.5	4.0	-2.0	97.0
CCCCCCC(C)NC(=S)Nc1cc(S(=O)(=O)N(C)C)ccc1C (configuration not stated)	102.0	102.0	100.0	98.0	4	-66.7	99.0	-35.4	5.9	-4.0	98.0
O=C(CCN=C1NS(=O)(=O)c2ccccc21)N1CCc2ccccc2C1	97.0	95.0	98.0	106.0	21	-1.3	95.0	-8.8	-5.1	-1.0	97.0
Cc1ccc(-c2ccc(=O)n(CC(=O)NCCN3CCCCC3C)n2)cc1 (configuration not stated)	101.0	107.0	102.0	101.0	12	-13.5	98.0	x	-4.3	-3.0	101.0
COc1ccc(C(=O)C2CCCCC2=O)cc1 (configuration not stated)	93.0	90.0	94.0	95.0	28	-10.9	92.0	-18.3	9.6	-1.0	92.0
N=C(N)N=Nc1c(O)[nH]c2ccc(Br)cc12	80.0	80.0	83.0	104.0	10	-9.5	88.0	4.8	30.5	9.0	80.0
CCOC(=O)c1c(/N=C/c2ccccc2O)sc2c1CCC2	100.0	101.0	97.0	98.0	5	-25.8	99.0	-0.9	12.2	25.0	98.0
CCN(CC)S(=O)(=O)c1cccc(C(=O)Nc2ccccc2)c1	103.0	102.0	100.0	99.0	14	2.0	98.0	x	-8.8	-2.0	99.0
Cc1sc2ncnc(N3CCN(CCOc4ccc(Cl)cc4)CC3)c2c1C	92.0	97.0	98.0	95.0	10	-35.1	96.0	x	13.0	0.0	97.0
O=C1CN(C(=O)c2ccc(Br)o2)C(c2ccccc2)c2cc(Br)ccc2N1 (configuration not stated)	107.0	107.0	104.0	98.0	7	1.1	101.0	x	-7.0	-2.0	104.0
O=C(OCC(=O)N1CCc2ccccc21)c1cccnc1Cl	98.0	100.0	99.0	99.0	8	-9.2	97.0	x	6.5	-2.0	100.0
Cc1ccc(NC(=O)c2ccc(CSc3nnc(-c4ccncc4)n3C)cc2)c(C)c1	102.0	98.0	100.0	96.0	10	10.6	98.0	x	2.5	0.0	99.0
Cc1onc(-c2ccccc2Cl)c1C(=O)Oc1cc(N)n(S(=O)(=O)c2ccc(F)cc2)n1	98.0	105.0	99.0	100.0	33	16.2	97.0	-10.7	15.6	-4.0	96.0
CCOC(=O)c1c(NC(=S)Nc2cccc(C)c2)sc2c1CC(C)(C)SC2	99.0	101.0	100.0	101.0	13	-2.5	98.0	15.3	30.5	-4.0	101.0
O=C(NCCCl)Nc1ccc(Cl)c([N+](=O)[O-])c1	94.0	98.0	94.0	97.0	13	-30.6	93.0	-30.8	13.9	-1.0	96.0
O=[N+]([O-])c1cc(C(F)(F)F)ccc1NN=C1CCCC1	101.0	103.0	101.0	99.0	15	-11.9	98.0	x	-5.5	-4.0	99.0
CCCS(=O)(=O)NCc1cn2cccc(C)c2n1	102.0	105.0	103.0	104.0	7	-13.2	99.0	x	-0.9	19.0	103.0
Cc1ccc(-c2cc(C(F)F)nc(N3CCC(C)CC3)n2)cc1	100.0	98.0	96.0	97.0	16	-2.6	96.0	-11.1	7.9	1.0	98.0
C=C(C)CSc1nc2nc(C)c(Br)cc2[nH]1	98.0	100.0	96.0	101.0	13	-13.4	97.0	-16.8	13.0	-1.0	97.0
COC(=O)c1ccc2nc(C)cc(Nc3ccc(N(C)C)cc3)c2c1	105.0	105.0	101.0	98.0	7	-8.2	102.0	x	37.1	-1.0	100.0
O=C(CSc1nnc(COc2ccc3c(c2)CCCC3)o1)Nc1ccc(F)cc1	103.0	108.0	103.0	100.0	8	-16.1	102.0	3.5	-5.8	-4.0	103.0
COc1ccc(N(C(=O)c2cccc(OC)c2OC)C2C=CS(=O)(=O)C2)cc1 (configuration not stated)	u	u	u	u	8	-14.4	u	-13.8	-0.9	0.0	u
COc1ccc(C2SCC(C(=O)O)N2C(C)=O)cc1 (configuration not stated)	104.0	109.0	104.0	97.0	32	6.8	102.0	x	-27.5	-3.0	103.0
C#CCOCCOCCOCCNc1nc(N2CCN(C(=O)[C@H](Cc3ccc(O)cc3)n3cc([C@@H](N)CC(C)C)nn3)CC2)nc(N2CCN(C(=O)[C@H](Cc3cc4ccccc4[nH]3)n3cc([C@@H](N)CC(C)C)nn3)CC2)n1	101.0	105.0	100.0	97.0	6	48.6	103.0	-20.6	28.8	-1.0	100.0
CSc1cc(-c2ccccc2)n(Cc2c(Cl)cccc2Cl)c(=O)c1C#N	97.0	99.0	96.0	101.0	6	-15.7	98.0	15.5	7.6	-4.0	98.0
COc1ccc(OC)c(NC(=O)c2cc3c(=O)n4ccccc4nc3n2C)c1	103.0	103.0	101.0	98.0	9	-23.4	97.0	-12.0	21.6	5.0	100.0
O=C(Cc1ccccc1)c1nc2ccccc2s1	101.0	101.0	99.0	96.0	5	-51.2	98.0	-7.8	19.8	-2.0	98.0
COc1ccc(OC)c(NC(=O)C2C(C(=O)O)C3(Cl)C(Cl)=C(Cl)C2(Cl)C3(Cl)Cl)c1 (configuration not stated)	86.0	95.0	89.0	91.0	13	-35.7	83.0	-37.5	20.1	0.0	85.0
Cc1cc(C)n(CC2CC(=O)N(c3ccc(Cl)c(Cl)c3)C2=O)n1 (configuration not stated)	98.0	97.0	99.0	99.0	0	-13.8	94.0	x	3.0	3.0	99.0
Cc1ccccc1NC(=O)/C(=C/c1ccccc1)c1ccccc1	103.0	105.0	102.0	101.0	16	-15.6	100.0	x	-5.9	-1.0	99.0
CCc1nnc(NC(=O)CSc2nnc(-c3ccc(S(=O)(=O)N4CCCC4)cc3)n2CC)s1	101.0	105.0	101.0	98.0	7	-7.4	100.0	-2.5	-18.1	x	99.0
O=S(=O)(c1ccc(NC(=S)NCc2ccco2)cc1)N1CCCC1	104.0	104.0	103.0	99.0	12	-52.2	101.0	x	28.4	-7.0	103.0
COC(=O)Nc1ccc(S(=O)(=O)NCCO)cc1	93.0	92.0	93.0	92.0	16	2.1	93.0	0.0	-1.5	-2.0	93.0
CCOc1ccc(/C(O)=C2/C(=O)C(=O)N(c3ncccn3)C2c2ccccc2)cc1 (configuration not stated)	97.0	105.0	100.0	97.0	5	-12.5	93.0	16.4	-2.5	0.0	98.0
CCCN1C(=O)/C(=N\OCC(=O)NCC(F)(F)F)c2ccccc21	101.0	101.0	99.0	100.0	7	-21.9	101.0	-3.7	2.2	-13.0	101.0
Cc1ccc(N2CC(C(=O)Nc3nccs3)CC2=O)cc1 (configuration not stated)	104.0	103.0	102.0	100.0	6	-10.4	99.0	x	7.1	-2.0	102.0
Cc1cc(C)nc(-n2nc(C)cc2NC(=O)CN2CCc3ccccc3C2)n1	97.0	98.0	101.0	101.0	10	-25.9	98.0	4.6	3.7	-1.0	100.0
CCOC(=O)c1ccc2c(c1)nc(SC/C(O)=C(\C#N)c1nc3ccccc3[nH]1)n2CC	102.0	102.0	102.0	104.0	7	-44.2	102.0	x	23.1	0.0	101.0
Cc1onc(-c2ccccc2)c1C(=O)Nc1cccnc1	102.0	107.0	101.0	99.0	9	-15.4	101.0	x	11.7	0.0	100.0
Cc1cc2nc(-c3ccc(SCC(=O)Nc4ccc5c(c4)OCCO5)nc3)[nH]c2cc1C	100.0	100.0	97.0	97.0	53*	6.2	98.0	x	-10.9	-1.0	96.0
COc1ccc(-c2nc(Cn3c(SCc4ccccc4F)nc4ccncc43)c(C)o2)cc1	102.0	101.0	98.0	97.0	7	-62.0	99.0	x	-90.5	-1.0	99.0
CCc1ccc(-c2nc(CSCC(=O)NCc3ccco3)c(C)o2)cc1	98.0	98.0	97.0	96.0	9	-36.0	96.0	5.7	17.6	0.0	98.0
S=C1NCCOCCOCCOCCN1	108.0	103.0	108.0	104.0	8	-18.0	102.0	16.6	-1.0	-2.0	108.0
CC(=O)N1CCc2c(sc(NC(=O)CN3C(=O)CCC3=O)c2C(N)=O)C1	99.0	102.0	100.0	98.0	23	-8.1	99.0	x	10.7	-3.0	99.0
Cc1cc2nc(CSc3ccc(Cl)cc3)cc(=O)n2[nH]1	96.0	98.0	98.0	99.0	10	-39.9	93.0	18.7	-6.9	0.0	96.0
Cc1cccc(C)c1NC(=O)COC(=O)c1cc(-c2cccnc2)nc2ccccc12	101.0	105.0	103.0	104.0	9	-22.3	100.0	x	33.4	-6.0	104.0
CC1N=C(N)C(c2nc3ccccc3n2C)=C1O (configuration not stated)	92.0	97.0	95.0	95.0	7	-3.3	95.0	-80.2	0.5	0.0	95.0
Cc1ccc(S(=O)(=O)NN=C2C3CC4CC(C3)CC2C4)cc1[N+](=O)[O-]	102.0	102.0	97.0	99.0	21	6.4	98.0	-5.2	-17.0	-9.0	97.0
O=C(N/N=C/c1sc(N2CCOCC2)nc1-c1ccccc1)c1cccc(S(=O)(=O)N2CCCC2)c1	97.0	94.0	98.0	102.0	13	-42.8	96.0	2.8	-31.1	0.0	97.0
O=C(NC1CCCCC1)C1CCN(S(=O)(=O)N2CCOCC2)CC1	104.0	104.0	103.0	102.0	11	-14.8	100.0	9.1	-6.3	-1.0	102.0
